# Bioassay records as filed in PubChem.
# CF NFkB block: cystic fibrosis NF-kB activation inhibition | KKLEB NF-kB-GFP reporter, PAF-induced, GFP fluorescence overnight | inhibition, % at 5 µM | actives 0.86% (n = 360,000);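 active = at least 50% inhibition at 5 µM, scaled per plate between neutral and stimulator controls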;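 note: PAF is a Pseudomonas aeruginosa culture filtrate used as stimulus; plate controls were PAF-stimulated DMSO wells for no effect and unstimulated DMSO wells for full effect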
# KKLEB tox: counter-screen for CF NF-kB inhibitors: cytotoxicity. KKLEB CF airway cells viability, ATPlite luminescence, overnight; stronger effect = lower value; cells stimulated with P. aeruginosa culture filtrate. activity change (cytotoxicity), % at 5 µM. actives 0.36% (n = 360,000);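 active = corrected activity change at or below -50% at 5 µM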
# TWEAK-Fn14 inh: blocks TWEAK-Fn14 interaction in a reporter cell assay | TWEAK-stimulated Fn14 reporter cells, luciferase luminescence, 8 h | inhibition, % at 10 µM | actives 2% (n = 360,000) | AID 1159606; in the data active = inhibition above about 50%
# aDG glyco act: increases alpha dystroglycan glycosylation; Pro5-aDG cells, alpha-DG glycosylation AlphaScreen (IIH6); 0% Pro5, 100% B10-LARGE cell signal; activation, % at 10 µM; actives 0.22% (n = 360,000);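 active = activation of at least 8% versus controls, or a plate z-score of at least 8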;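 note: Pro5 are CHO cells carrying HIG-tagged alpha-DG that lacks glycosylation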
# Shn3 inh set2: inhibitors of Schnurri-3 3'UTR reporter in osteoblasts; actives 0.52% (n = 360,000); Clone20 osteoblast Shn3 3'UTR firefly luciferase, 24 h; AID 588674; inhibition, % at 12.5 µM;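 active = mean inhibition of at least 75% with every replicate also reaching 75%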;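 note: 0% = median of neutral control wells and 100% = pilot-screen positive control compound; some compounds past the cut are filed as inactive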
# Peg3 promoter: Peg3 promoter activity inhibition; actives 1.7% (n = 360,000); inhibition, % at 20 µM; HeLa PEG-Prom luciferase reporter, luminescence, overnight; AID 588405;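 active = inhibition of at least 50% at 20 µM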
# TRPM1 prom inh: inhibitors of MITF-driven TRPM1 promoter in melanoma cells. inhibition, % at 12.5 µM. actives 0.83% (n = 330,000). AID 488899. SK-MEL-5 TRPM1 promoter luciferase, 24 h;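 active = mean inhibition across replicates of 60% or more, whatever share of single replicates reaches that level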; note: values of inactives mirror those of a sister screen read the other way
# NR2E3 ag-1: human photoreceptor-specific nuclear receptor agonism; Q9Y5X4; CHO-S Gal4-NCOR/VP16-NR2E3 two-hybrid, luciferase; inhibition of corepressor binding, % at 3.98 µM; actives 0.35% (n = 360,000); AID 602229;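 active = inhibition above the mean of all tested compounds plus 3 SD, cut at about 70% in these data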;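 note: 0% = DMSO with NR2E3 transfected cells and 100% = cells lacking NR2E3 construct; higher means lower luciferase signal from less NR2E3 corepressor binding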
# Target sequence (Q9Y5X4 whole entry, looked up, the tested form may be a part): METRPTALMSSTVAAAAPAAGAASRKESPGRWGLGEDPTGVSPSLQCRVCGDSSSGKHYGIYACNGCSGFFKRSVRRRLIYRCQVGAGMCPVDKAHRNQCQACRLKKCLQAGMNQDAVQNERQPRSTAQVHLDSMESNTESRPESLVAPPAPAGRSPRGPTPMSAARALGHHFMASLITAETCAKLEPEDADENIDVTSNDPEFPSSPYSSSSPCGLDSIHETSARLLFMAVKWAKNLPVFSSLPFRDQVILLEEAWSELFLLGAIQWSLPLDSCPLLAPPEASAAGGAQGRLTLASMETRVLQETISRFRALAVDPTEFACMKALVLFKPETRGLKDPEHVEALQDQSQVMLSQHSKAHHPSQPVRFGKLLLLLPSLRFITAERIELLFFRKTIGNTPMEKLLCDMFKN
# iPSC survival up: enhancers of human iPSC single-cell survival | AID 602274 | actives 0.044% (n = 360,000) | hiPSC single-cell survival, ATPlite luminescence; 100% = ROCK inhibitor wells, 0% = DMSO | survival enhancement, % at 20 µM; in the data active = survival enhancement above about 18%;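 note: cells exposed to compounds for 16 hours before the ATP read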
# HIF-2a block: HIF-2a inhibition; actives 0.72% (n = 360,000); inhibition, % at 18.8 µM; 786-0 RCC cells HIF-2a reporter, luciferase luminescence, overnight; AID 624352;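 active = inhibition of the luminescence signal of 40% or more relative to plate controls, in a single-dose primary screen at 18.75 µM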
# NR2E3 ag-2: activates human photoreceptor nuclear receptor NR2E3; actives 0.12% (n = 320,000); GST-NR2E3/biotin-RetCOR TR-FRET, 1536-well; Q9Y5X4; inhibition of corepressor binding, % at 4.78 µM; AID 2300;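 active = percent inhibition above the cutoff of mean plus 3 SD of all tested compounds, set per screening campaign, cut at about 20% in these data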;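 note: 0% = DMSO wells and 100% = biotin wells as full block of FRET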
#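 Material: NR2E3–RetCOR corepressor complex | Quantity: 1.35 nM GST-tagged NR2E3 final | Schedule: 5 h at 4 °C | Replication: Singlicate compound wells | Reagent: RetCOR corepressor, biotinylated, 7 nM | Controls: Biotin wells as high control, 0.6% DMSO wells as low control | Signal: TR-FRET, Eu(K)-anti-GST donor, streptavidin-D2 acceptor, ex 340, em 617/671 nm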
# * = called active by the depositor; · = not tested or not shown. Not all compounds are listed. The share of hits here may be higher or lower than overall.
[1] COC(=O)CC1(CC(=O)OC)C(=O)NC(=O)NC1=O
[2] Cc1n[nH]c(C)c1CCN
[3] CCOP(=O)(OCC)C(CC)N1CCOCC1 (configuration not stated)
[4] COc1ccc(S(=O)(=O)Cc2ccc(C(=O)N3CCC4(CC3)OCCO4)o2)cc1
[5] Cc1cc(O)c2c(C)c(CC(=O)N3C[C@H]4C[C@@H](C3)c3cccc(=O)n3C4)c(=O)oc2c1
[6] Cc1ccc(CN2CCCN(Cc3ccc(C)cc3)S2(=O)=O)cc1
[7] Cc1cc(Br)c(NC(=O)CN2CC=C(c3ccccc3)CC2)c(Br)c1
[8] CCCCn1c(O)c(C(CC)=NCCCn2ccnc2)c(=O)[nH]c1=O
[9] Cc1ccccc1NS(=O)(=O)c1ccc(OCC(=O)N2CCN(C)CC2)cc1
[10] CCCNc1nc(OC)nc(N2CC3CC(C2)c2cccc(=O)n2C3)n1 (configuration not stated)
compound no.,1,2,3,4,5,6,7,8,9,10
KKLEB tox,7,-1,2,-5,8,1,4,0,6,9
NR2E3 ag-1,9,-15,9,-21,-39,-35,-14,-5,-35,-24
CF NFkB block,-6,-2,6,8,-19,-8,19,-4,-9,-7
TRPM1 prom inh,-2,4,2,1,10,-15,-14,·,-6,11
NR2E3 ag-2,0,3,2,3,-3,1,2,-2,1,-1
aDG glyco act,-0.2,-0.3,-0.1,-0.5,-0.3,0.2,0.3,-0.1,0.0,0.1
HIF-2a block,15,24,14,18,5,-10,-27,21,16,7
TWEAK-Fn14 inh,9,20,15,13,8,7,7,8,-15,3
Peg3 promoter,10,8,-1,9,4,-6,-33,18,-7,6
iPSC survival up,0.0,1.2,-0.9,1.5,4.5,-0.1,-0.4,-0.7,-0.4,-0.2
Shn3 inh set2,-5,-18,-5,4,0,5,-6,6,7,-12

# Arranged by formula weight (low to high): three of the compounds above.
[1] COC(=O)CC1(CC(=O)OC)C(=O)NC(=O)NC1=O
[6] Cc1ccc(CN2CCCN(Cc3ccc(C)cc3)S2(=O)=O)cc1
[9] Cc1ccccc1NS(=O)(=O)c1ccc(OCC(=O)N2CCN(C)CC2)cc1
compound no.,1,6,9
KKLEB tox,7,1,6
NR2E3 ag-1,9,-35,-35
CF NFkB block,-6,-8,-9
TRPM1 prom inh,-2,-15,-6
NR2E3 ag-2,0,1,1
aDG glyco act,-0.2,0.2,0.0
HIF-2a block,15,-10,16
TWEAK-Fn14 inh,9,7,-15
Peg3 promoter,10,-6,-7
iPSC survival up,0.0,-0.1,-0.4
Shn3 inh set2,-5,5,7

# The listing picks up, starting four compounds before the break.
[7] Cc1cc(Br)c(NC(=O)CN2CC=C(c3ccccc3)CC2)c(Br)c1
[8] CCCCn1c(O)c(C(CC)=NCCCn2ccnc2)c(=O)[nH]c1=O
[9] Cc1ccccc1NS(=O)(=O)c1ccc(OCC(=O)N2CCN(C)CC2)cc1
[10] CCCNc1nc(OC)nc(N2CC3CC(C2)c2cccc(=O)n2C3)n1 (configuration not stated)
[11] CCCCn1c(=O)c(C(=O)NCc2ccccc2OC)c(O)c2ccccc21
[12] CCC(CC)C1C(C#N)=C(N)Oc2c1c(=O)oc1ccccc21 (configuration not stated)
[13] Cc1ccc2c(c1)NP(=S)(Oc1ccccc1)N2 (configuration not stated)
[14] CCc1c(C)nc(N)nc1N1N=C1SC
[15] CCC(CO)(C(=O)OC1C[N+]2(C)CCC1CC2)c1ccccc1 (configuration not stated)
[16] CC(=NCc1ccco1)c1c(O)n(-c2ccc(Cl)cc2)c(=O)[nH]c1=O
[17] C[N+]12CCC(CC1)C(C(O)(c1ccccc1)c1cccs1)C2 (configuration not stated)
[18] CCCCn1c(NS(=O)(=O)c2ccc(C)cc2)c(C(=O)OCC)c2nc3ccccc3nc21
[19] COc1ccc(CCNC(C)CCc2ccc(OC)cc2)cc1 (configuration not stated)
[20] CCOC(=O)C(NC(=O)CC)(Nc1ccc(C(O)(C(=O)OCC)C(F)(F)F)cc1C)C(F)(F)F (configuration not stated)
compound no.,7,8,9,10,11,12,13,14,15,16,17,18,19,20
KKLEB tox,4,0,6,9,-5,-16,8,8,6,7,-7,0,8,-8
NR2E3 ag-1,-14,-5,-35,-24,-11,-19,-140,13,-14,-3,2,-20,-23,-8
CF NFkB block,19,-4,-9,-7,16,15,-7,-3,-25,3,-6,12,-16,8
TRPM1 prom inh,-14,·,-6,11,7,4,-7,2,5,-13,9,1,1,6
NR2E3 ag-2,2,-2,1,-1,0,2,·,-2,-2,2,0,14,1,2
aDG glyco act,0.3,-0.1,0.0,0.1,0.1,-0.2,0.3,-0.2,-0.2,0.0,-0.1,1.3,0.2,-0.5
HIF-2a block,-27,21,16,7,9,23,-29,0,9,15,2,4,-7,-2
TWEAK-Fn14 inh,7,8,-15,3,1,-13,-15,2,-1,10,13,58*,6,1
Peg3 promoter,-33,18,-7,6,12,24,-33,-3,21,14,15,20,-4,13
iPSC survival up,-0.4,-0.7,-0.4,-0.2,0.5,-1.0,0.6,-2.0,-0.8,-0.5,0.2,-2.0,0.0,1.6
Shn3 inh set2,-6,6,7,-12,6,9,2,9,6,11,-8,-9,-3,6

[21] O=C(C[N+]12CCN(CC1)CC2)NCCc1ccc(Cl)cc1Cl
[22] NC(=O)c1c(Br)n(C2OC(CO)C(O)C2O)c2ncnc(N)c12 (configuration not stated)
[23] Nc1c(Br)cc([N+](=O)[O-])cc1[N+](=O)[O-]
[24] O=P(CN1CCN(c2ccccc2)CC1)(N1CCCCC1)N1CCCCC1
[25] Cc1cc(OC(=O)CCCNC(=O)OC(C)(C)C)c2c3c(c(=O)oc2c1)CCC3
[26] Cc1sc2ncn(CC(=O)NCC(=O)N3CCC4(CC3)OCCO4)c(=O)c2c1C
[27] Cc1cc(OCC(=O)NCC(O)c2ccccc2)c2c3c(c(=O)oc2c1)CCCC3 (configuration not stated)
[28] O/N=C1/C(=C\c2ccccc2)N2CCC1CC2
[29] CC(C)NCC(O)c1ccc(C2CCCC2)cc1 (configuration not stated)
[30] Cc1ccc(-n2c(O)c(C=Nc3ccc(S(=O)(=O)N(C)C)cc3)c(=O)[nH]c2=O)cc1
compound no.,21,22,23,24,25,26,27,28,29,30
KKLEB tox,-4,-30,-14,4,5,4,-9,-4,-4,-4
NR2E3 ag-1,-2,-12,10,15,-15,-14,2,-5,-5,-15
CF NFkB block,6,61*,-11,3,-5,0,8,-4,3,3
TRPM1 prom inh,6,51,-5,13,-7,-1,-2,2,4,1
NR2E3 ag-2,1,·,2,0,3,4,0,-1,0,1
aDG glyco act,0.0,-0.2,0.3,0.0,0.4,-0.1,0.1,-0.1,0.5,-0.2
HIF-2a block,16,21,8,-5,-26,8,-4,4,13,14
TWEAK-Fn14 inh,-6,18,14,-3,24,-3,-31,12,-10,4
Peg3 promoter,3,44,11,20,-15,14,15,-6,-13,-2
iPSC survival up,-1.7,-1.7,-1.8,-0.8,-0.7,-0.3,-0.1,0.1,-1.1,-0.6
Shn3 inh set2,-10,-10,4,10,10,6,10,-2,-13,15

[31] O=C(O)C1=CC2c3ccccc3C1c1ccccc12
[32] Cn1c(O)c(C=NCCN2CCN(C(=O)c3ccccc3)CC2)c(=O)n(C)c1=O
[33] CCCCNC(=S)N1CCn2cccc2C1c1cccnc1 (configuration not stated)
[34] CCC1(Oc2ccccc2)C(=O)NC(=O)NC1=O
[35] CC1C(OC(=O)CCC(=O)NC(C)(C)CO)O[C@H]2OC3(C)CC[C@H]4[C@H](C)CCC1C24OO3 (some centres not stated)
[36] CN1C(=O)C(c2ccc([N+](=O)[O-])cc2[N+](=O)[O-])C(=O)N(C)C1=O
[37] Cc1ccc(S(=O)(=O)CC(C)(O)C(=O)Nc2cccc(C(F)(F)F)c2)cc1 (configuration not stated)
[38] CCC1(c2ccc(C)cc2)C(=O)NC(=S)NC1=O
[39] CC1CCN(CC(=O)c2ccc3c(c2)OCCO3)CC1
[40] O=c1c2ccccc2nc(/C=C/c2ccco2)n1-c1ccccc1O
[41] CS(=O)(=O)c1ccc(C2=C(CNC(=O)c3nccs3)[C@H]3CC[C@@H](C2)N3CCOc2ccccc2)cc1
[42] CCc1nn2c(=O)c(F)c(N3CCNCC3)nc2s1
compound no.,31,32,33,34,35,36,37,38,39,40,41,42
KKLEB tox,4,-9,4,-4,3,-4,-6,2,1,3,-13,-12
NR2E3 ag-1,-1,4,-19,3,97*,-10,17,4,-66,13,5,-13
CF NFkB block,-6,-3,-3,-11,14,11,4,-24,4,-13,20,3
TRPM1 prom inh,2,-1,-1,8,41,9,15,·,-42,2,·,·
NR2E3 ag-2,3,1,3,·,2,2,3,·,3,3,·,·
aDG glyco act,-0.1,-0.1,0.1,0.0,1.7,-0.1,0.2,0.0,0.0,0.0,-0.2,0.0
HIF-2a block,15,-3,16,9,9,17,3,5,-249,10,-6,-3
TWEAK-Fn14 inh,-4,-4,5,2,42,13,-3,-10,30,25,7,9
Peg3 promoter,27,7,11,16,32,6,8,7,-246,8,-3,-24
iPSC survival up,-0.4,4.3,0.4,4.0,-0.6,-0.7,-1.6,1.1,0.5,-0.4,-0.4,0.0
Shn3 inh set2,2,0,16,0,84,1,-3,-18,-27,6,9,3
